Assay outcomes deposited in PubChem by National Center for Advancing Translational Sciences (NCATS).
HEK cytotox: HEK 293 cell cytotoxicity | Potency, µM (titrated, usually from 115 µM), without a hit: top-dose activity change, negative = cytotoxicity, usual class: inhibitors | HEK 293 viability, ATP luminescence (CellTiter-Glo), 48-72 h | 94,000 compounds, 6.6% hits; further: potency means the concentration at half of the fitted maximal effect; nearly all actives have a fitted effect of over 60% in size
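CellTiter-Glo luminescence (cellular ATP) was read after 48 or 72 hr of compound exposure at 37 degree Celsius. Cells were HEK 293 plated at 250 cells/well.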
Luciferase inh: Photinus pyralis luciferase inhibition; purified P. pyralis luciferase, luminescence, biochemical; AID 1347043; 76,000 compounds, 2.5% hits; Potency, µM (top dose mostly 115 µM), for inactives: at the highest dose activity change, negative = inhibition, usual class: inhibitors; further: potency means the concentration at half of the fitted maximal effect; nearly all actives have a fitted effect of over 65% in size
Target sequence (P08659 whole entry, looked up): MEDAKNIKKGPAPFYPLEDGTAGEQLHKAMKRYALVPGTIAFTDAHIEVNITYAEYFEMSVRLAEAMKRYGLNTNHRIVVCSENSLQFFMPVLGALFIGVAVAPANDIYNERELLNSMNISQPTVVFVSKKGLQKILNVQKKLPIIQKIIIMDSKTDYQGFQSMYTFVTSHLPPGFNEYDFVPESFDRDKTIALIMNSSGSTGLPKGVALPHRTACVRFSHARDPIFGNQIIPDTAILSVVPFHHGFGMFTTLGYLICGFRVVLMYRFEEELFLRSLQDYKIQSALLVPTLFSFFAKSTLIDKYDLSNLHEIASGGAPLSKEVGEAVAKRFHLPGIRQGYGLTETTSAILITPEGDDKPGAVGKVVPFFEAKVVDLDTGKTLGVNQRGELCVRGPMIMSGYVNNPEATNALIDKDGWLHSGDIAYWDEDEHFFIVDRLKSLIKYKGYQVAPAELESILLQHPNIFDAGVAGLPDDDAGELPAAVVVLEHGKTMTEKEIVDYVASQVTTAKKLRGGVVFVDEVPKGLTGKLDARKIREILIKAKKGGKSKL
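Inhibitors were tested against purified firefly luciferase in a biochemical, low-substrate format (both substrates at 10uM) and luminescence measured with a CCD imager.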
SNCA expr inhib: inhibitors of alpha-synuclein (SNCA) gene expression; HEK-293 SNCA-luciferase knock-in, luminescence, 24 h; Potency, µM (doses to about 57.2 µM), inactives show at the highest dose activity change, negative = inhibition, hits mostly inhibitors; 140,000 compounds, 0.17% hits;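 further: potency means the concentration at half of the fitted maximal effect; plate controls were DMSO cells for no effect and cell-free wells for full effect; nearly all actives have a fitted effect of over 45% in size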
NIH3T3 tox: cytotoxic compounds in NIH 3T3 cells; NIH 3T3 viability, CellTiter-Glo ATP luminescence, 48-72 h; 94,000 compounds, 4.3% hits; Potency, µM (series often up to 96.7 µM), for inactives: at the top dose activity change, negative = cytotoxicity, actives largely listed as inhibitors; further: potency means the concentration at half of the fitted maximal effect; nearly all actives have a fitted effect of over 55% in size
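Cytotoxicity is measured as loss of cellular ATP: NIH 3T3 cells (400/well) are exposed to compound for 48 or 72 hr at 37 °C, then CellTiter-Glo luminescence is imaged after 10 min at room temperature.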
HEK293 viab: counter-screen for SNCA expression inhibitors: cell viability; HEK-293-SNCA-luc viability, GF-AFC fluorescence, 24 h; 150,000 compounds, 0.12% hits; Potency, µM (series often up to 57.1 µM), for inactives: at the top dose activity change, negative = cytotoxicity, hits mostly cytotoxic;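 further: potency means the concentration at half of the fitted maximal effect; 0% = DMSO-treated cells and -100% = medium-only wells without cells; nearly all actives have a fitted effect of over 30% in size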
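HEK-293-SNCA-luc cells (1500/well) plated 24 h, then exposed 24 h to a dilution series; GF-AFC added 30 min at 37C, fluorescence 405/540 nm; normalised to medium-only and DMSO wells, Hill fit.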
IP6K1 inh: inhibitors of human IP6K1. Q92551. IP6K1 kinase, ADP-Glo luminescence, 2 h; hits give low values. activity change, % (series mostly up to about 58 µM). 140,000 compounds, 0.81% hits; in the data active means activity change below about -25%
Target sequence (Q92551 whole entry, looked up): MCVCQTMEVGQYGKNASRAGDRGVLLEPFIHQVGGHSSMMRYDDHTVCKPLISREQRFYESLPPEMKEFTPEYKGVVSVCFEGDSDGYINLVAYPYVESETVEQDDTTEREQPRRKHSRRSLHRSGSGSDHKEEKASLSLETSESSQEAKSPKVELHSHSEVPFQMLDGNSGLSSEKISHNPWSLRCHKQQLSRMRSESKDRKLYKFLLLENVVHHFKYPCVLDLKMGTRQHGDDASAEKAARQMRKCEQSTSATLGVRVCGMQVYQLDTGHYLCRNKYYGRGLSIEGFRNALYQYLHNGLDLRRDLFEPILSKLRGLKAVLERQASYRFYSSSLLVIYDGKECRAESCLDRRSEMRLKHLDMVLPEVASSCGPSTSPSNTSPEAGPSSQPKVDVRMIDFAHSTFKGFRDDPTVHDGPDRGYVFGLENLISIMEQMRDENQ
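ADP-Glo luminescence measures ADP made by human IP6K1 during a 2 h RT reaction with ATP/IP6 (mix at 1.3 mM/130 uM); top library doses 57.5 and 19.1 uM final.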
GPT2 inhibitor: inhibitors of human GPT2 alanine aminotransferase. Recombinant GPT2, coupled pyruvate oxidase/HRP Amplex Red fluorescence. Potency, µM (top dose mostly 57.7 µM), for the others: at the highest dose activity change, negative = inhibition, most hits filed as inhibitors. 100,000 compounds, 0.25% hits; further: potency means the concentration at half of the fitted maximal effect; nearly all actives have a fitted effect of over 60% in size; many of its hits are not listed in these tables
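Recombinant GPT2 (10ng/uL) with 250uM a-KG and 2mM L-alanine, 30 min at room temperature, in HEPES pH 7.5 buffer. Pyruvate detected by pyruvate oxidase/HRP/Amplex Red fluorescence after 30 min in the dark; AOA (50uM) as positive control.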
The depositor's hits bear a star; i = inactive; ? = inconclusive; . = not tested or not shown; & = joins results of further samples; [ ] = remark or other dose. Unless noted, the call rests on the fitted dose curve; in most records, active means well fitted curve in the direction sought with a large enough effect; inconclusive means small, poorly fitted or top-dose-only effect, or another doubt; inactive means no such curve, though single readings can be large; an effect the other way counts as inactive or inconclusive. Unless noted, on the % scale 0 is the no-effect control and ±100 the full control effect.

Results follow in this order: GPT2 inhibitor, HEK293 viab, HEK cytotox, SNCA expr inhib, Luciferase inh, NIH3T3 tox, IP6K1 inh
COc1ccc2cc(C3CN(C(=O)c4cc(C(C)=O)n[nH]4)CCO3)ccc2c1 (stereo not given)
    1%, -14%, ?, 74%[activator], ?, ?, -8
O=C(Nc1cccc(F)c1)c1cnc2c(c1)N(C(=O)CCc1ccccc1)CCC2
    -14%[88.5 µM], -13%[87.6 µM], ?, -3%[87.6 µM], -2%[172 µM], -20%[138 µM], 0
CCc1cccc(NC(=O)Cn2c(=O)n(CCC(=O)NCC3CCCO3)c(=O)c3cc(OC)c(OC)cc32)c1 (stereo not given)
    ., -13%, ., 51%[activator], ., ., -17
O=C(c1cc(=O)c2cc(Cl)ccc2o1)N(Cc1ccccc1)C1CCS(=O)(=O)C1 (stereo not given)
    ., -7%, ., -7%, ., ., -7
COc1ccccc1-c1ccc(C(=O)N2CCC(C(=O)N3CCN(Cc4ccccc4)CC3)CC2)cc1
    i, 7%[12.5 µM], ?, 13%, ., ?, 9
CC(=O)N1CCCC2(C1)CN(C)c1ccc(C(=O)NC(C)C)cc12 (stereo not given)
    i, -2%[87.6 µM], -15%[172 µM], -5%[87.6 µM], -19%[172 µM], ?, -3
O=C(Cc1ccc(N(Cc2ccc(F)cc2)C(=O)c2ccco2)cc1)NCCc1ccccc1
    i, -3%, ?, 1%, -7%, ?, 7
Cn1ncc2c(C(=O)NC3CCN(Cc4ccccc4)CC3)cc(-c3cc(Cl)cc(Cl)c3)nc21
    ., ., -14%, ., ., -7%, 11
NC(=O)NCCN1CCCC(N2CCN(Cc3ccc4c(c3)OCO4)CC2)C1 (stereo not given)
    1%[11.5 µM], 5%, -1%, -4%, 11%, 5%, -11
COc1ccc(CN2CCc3nn(CC4CC4)c(=O)n3CC2)cc1
    i, 4%, -13%, -19%, -11%, -11%, -13
O=C(NCC(c1cccnc1)N1CCCCC1)c1cn2c(n1)CNCC2 (stereo not given)
    i, 3%, 0%, -9%, -1%, i, 11
Cc1ccc(-n2ncc3c(NCCCn4ccnc4)ncnc32)cc1Cl
    ., 5%, ., 103%[activator], ., ., 23
COc1cccc(C2CC(=O)Nc3c2c(=O)n(C)c2ncnn32)c1OC (stereo not given)
    ., 2%, ., -4%, ., ., 1
COc1cc(NC(=O)Nc2cccc(-c3noc(C)n3)c2)cc(OC)c1OC
    ., ?, ., 8%, ., ., -15
COc1ccc(CNC(=O)C2CCCN2Cc2cccc(-c3ccc(C)c(Cl)c3)c2)cc1 (stereo not given)
    ., ., 35µM*, ., ., 32µM*, 16
N#Cc1ccc(S(=O)(=O)N[C@H]2[C@H](O)[C@H](O)C[C@@H]2c2ccc(C(F)(F)F)cc2)cc1
    i, 0%[87.6 µM], ?, 0%[87.6 µM], -4%[172 µM], ?, 3
Cc1cc(=O)n(CC(=O)Nc2ccc(C(F)(F)F)cc2)c(N2CCOCC2)n1
    -3%, 9%, ?, -18%, 8%, -13%, 9
CN(Cc1ccc(C2CCCCO2)s1)CC1CCN(CCc2ccc(F)cc2)CC1 (stereo not given)
    i, -16%, 45µM*, 7%, -16%, ?, -6
COc1ccc2c(c1)c(CN1CCc3nn(C)c(=O)n3CC1)cn2C
    i, ?, ?, ?, -15%, ?, -11
Cc1ccc(C(=O)N(CCCN)[C@@H](c2nc3cc(Cl)ccc3c(=O)n2Cc2ccccc2)C(C)C)cc1
    i, -23%, ., ?, ., ., .
COc1ccc2c(c1)c(CN1C[C@@H](CO)[C@H](c3nc(C)no3)C1)cn2C
    i, -6%, ?, -22%, 6%, ?, -8
COc1ccccc1NC(=O)c1ccc(COc2ccc(C)c(C)c2)o1
    ., 2%, ., 125%[activator], ., ., 1
CCOc1ccc(-c2c(C)nn3c(C)c(C(=O)NC(C)c4ccccc4)cnc23)cc1OCC (stereo not given)
    ., -7%, ., -4%, ., ., -7
CN1CCC(NC[C@H]2COCc3nc4cc(S(C)(=O)=O)ccc4n32)CC1
    -4%[88.5 µM], 7%[87.6 µM], i, -5%[87.6 µM], -3%[172 µM], i, 8
Cc1cc(-n2c(C)nc3ccccc3c2=O)ccc1NC(=O)c1ccccc1[N+](=O)[O-]
    ., -5%, ., -25%, ., ., 22
O=C(CN1CCCc2nc(C3CC3)ncc2C1=O)NCCN1CCOCC1
    i, -9%, -1%, -5%, 7%, 2%, -1
O=C(NCc1nnc2c(-c3nc(C4CC4)no3)cccn12)C1CCCC1
    -7%, -3%, i, -9%, 5%, i, 1
O=C(CC(F)(F)F)NCCc1noc(-c2cccnc2)n1
    i, -4%[12.5 µM], 8%, -1%, -7%, i, 17
COC(=O)[C@@H](C)NC(=O)[C@@H]1CN(C(=O)c2cccc(F)c2)CCN1C(C)=O
    i, 2%[87.6 µM], i, -26%[87.6 µM], -5%[172 µM], -7%[174 µM], -2
Cc1ccc(CN2CCC(CNC(=O)Nc3ccccc3F)CC2)cc1
    ., -1%, ., 15%, ., ., 35
C#CC(C)(CC)NC(=O)Cn1nnc(-c2ccc(OCc3ccccc3C)cc2)n1 (stereo not given)
    ., -14%, ., -16%, ., ., 8
COc1ccc(CCC(=O)NCCc2csc(-c3ccc(C(F)(F)F)cc3)n2)cc1
    ., 7%, ., -9%, ., ., 16
O=C(CN1CCC2(CC1)NC(=O)CC2C(=O)O)NCc1ccccn1 (stereo not given)
    4%, 1%, -3%, 3%, -1%, -8%, 0
Cc1cc2c(cc1CNC1CC(C)(C)Cc3nc(C(C)(C)C)ncc31)OCO2 (stereo not given)
    ?, -10%, ?, ?, -9%, ?, 6
O=C1CC(c2ccccc2)N(C(=O)CNC(=O)c2cnccn2)CCCCCN1 (stereo not given)
    -14%, -1%, i, 5%, -8%, -4%, -7
Cc1ccc(C(=O)OCc2cc(=O)n3nc(CC(C)C)sc3n2)cc1
    ., 2%, ., -4%, ., ., -10
O=c1[nH]c(C2CCN(Cc3ccc(Cl)cc3)CC2)nc2ccc(F)cc12
    4%, -1%&6%, -3%&-19%, -16%&1%, -26%, -13%&-9%, 12&-8
CCOCCCNC(=O)c1c(C)noc1-c1ccc(OC(F)(F)F)cc1
    -29%, 2%, -18%, 10%, -9%, -16%, -8
O=C(C1CCCC1)N1CCC(c2noc(COCC3CC3)n2)CC1
    3%, -3%, -14%, -23%, -3%, -4%, -1
CCc1ccc(Cn2c(CNS(=O)(=O)c3ccc([N+](=O)[O-])cc3)nc3cccnc32)cc1
    ., 1%, ., -3%, ., ., 24
CCN(Cc1nccn1C)C(=O)c1ccc(N2CCN3CCCC3C2)nc1 (stereo not given)
    5%, -1%, -11%, 2%, 9%, -14%, 4
COc1ccc(C)cc1NC(=O)C1CCN(S(=O)(=O)c2cccc3nonc23)CC1
    ., 5%, ., 3%, ., ., -7
CC(C)(C)OC(=O)N1CC(NCc2cc(F)cc(F)c2)C1
    5%[88.5 µM], -1%[87.6 µM], -9%[172 µM], -24%[87.6 µM], ., -14%[138 µM], -10
Cc1ccc(NC(=O)CSc2nc3c([nH]c4ccccc43)c(=O)n2-c2ccccc2)cc1Cl
    ., -20%, ., ?, ., ., 19
CCS(=O)(=O)N1CCC2(CC1)CC(N1CCN(C(C)=O)CC1)CCO2 (stereo not given)
    -4%, 8%, -1%, 50%[activator], 3%, -2%, -4
COc1ccc(CC(=O)N2CCCN(c3cc(-c4ccccc4)[nH]n3)CC2)cc1
    ?, 2%, ?, -13%, 4%, -25%, 8
O=C(Nc1ccc2c(c1)OCCO2)NC1CCN(C(=O)N2CC3CC(C2)[C@H]2CCCC(=O)N2C3)CC1 (stereo not given in full)
    i, -13%, -28%, 0%, 0%, -26%, 12
CCOc1ccccc1NC(=O)N1CCCN(C(=O)C2CC2)C(c2ccccc2)CC(=O)NCC1 (stereo not given)
    i, -5%, 1%, 2%, 18%, -10%, 1
CC(C)c1nn2c(=O)cc(COC(=O)c3ccccc3NC(=O)COc3ccccc3)nc2s1
    ., 5%, ., 65%[activator], ., ., 1
CCC(=O)N1CCc2cc(S(=O)(=O)NC(C(=O)NCCc3ccc(C)cc3)C(C)C)ccc21 (stereo not given)
    ., 22%, ., -15%, ., ., 8
Cc1ccncc1C(=O)N1CCCN(S(=O)(=O)c2ccccc2)CCC(=O)NCC1
    1%, 7%, -19%, 28%, -9%, -29%, 7
CCC(CC)NC(=O)C1CCCN(S(C)(=O)=O)CCC(=O)NCC1 (stereo not given)
    -12%, 2%, 0%, 12%, 6%, -1%, 3
Cn1cnc(S(=O)(=O)N2CCC(N3C(=O)C4(CCCC4)C3c3ccccc3)CC2)c1 (stereo not given)
    i, -2%[12.5 µM], -6%, ?, 6%, -18%, -1
Cc1cccc(CNC(=O)[C@@H]2COCC(=O)N2Cc2ccc(F)cc2)c1
    i, 17%, 0%, 48%[activator], -6%, ?, 8
COc1cccc(C(=O)N2CCC3(CC2)OCC(C(=O)NC(C)C)N3C(=O)c2ccc(F)cc2)c1 (stereo not given)
    i, 1%, -1%, 1%, 0%, -14%, 25
CCc1ccccc1-n1nc(-c2c(C)nc3scc(CC(=O)N4CCCC4)n3c2=O)cc1C
    5%, -19%, -6%, 15%, -2%, -4%, 0
COc1ccc2ncc3c(-c4ccc(C)c(C)c4)nn(CC(=O)Nc4ccccc4)c3c2c1
    ., -4%, ., -2%, ., ., 7
Cc1cnc(C(=O)NC2C[C@H]3CC[C@@H](C2)N3C(=O)Cc2ccsc2)cn1 (stereo not given in full)
    3%, 2%, -14%, -6%, 1%, -16%, 21
O=C([C@H]1CCCN1C(=O)Nc1ccccc1)N1CCC(N2CCOC2=O)CC1
    ?, 4%, -3%, 10%, ., i, -10
COC(=O)CC[C@@H](C)C1CCC2C3CCC4C[C@H](OC(C)=O)CCC4(C)C3C[C@H](O)C21C (stereo not given in full)
    1%, 12%, ., ., ., ., 7
CCOc1nccnc1NC1CCN(C(=O)c2cccn2C)CC1
    i, 7%, -9%, 13%, 12%, 5%, 0
CN(C)CC/C=C1\c2ccccc2Sc2ccc(Cl)cc21
    i, -13%[23.9 µM], ., -24%[25.6 µM], ., ., -3

Of the compounds above, 2 have a nitro group on carbon.
Results follow in this order: GPT2 inhibitor, HEK293 viab, HEK cytotox, SNCA expr inhib, Luciferase inh, NIH3T3 tox, IP6K1 inh
Cc1cc(-n2c(C)nc3ccccc3c2=O)ccc1NC(=O)c1ccccc1[N+](=O)[O-]
    ., -5%, ., -25%, ., ., 22
CCc1ccc(Cn2c(CNS(=O)(=O)c3ccc([N+](=O)[O-])cc3)nc3cccnc32)cc1
    ., 1%, ., -3%, ., ., 24

An excerpt. The share of hits here may be higher or lower than overall.
